# Screens from PubChem.
# TR-FRET SRC-2 ct: flags TR-FRET format artefacts in PPARgamma SRC-2 recruitment agonist screen | TR-FRET artefact counter-screen; hits give high values | TR-FRET ratio at 8 µM | 200,000 compounds, 0.4% hits | AID 1049; in the data active = TR-FRET ratio above about 2000; also: inactives centre near 1500; reference of the scale not given here
# Redox H2O2 prof: compounds producing H2O2 with reducing agent – biochemical, NIH compound library profiling, artefact control for MLSCN library redox annotation, primary screen; activation, % at 10 µM; DTT-dependent redox cycling H2O2, phenol red/HRP absorbance; 100% = 100 µM peroxide control, 0% = buffer; 200,000 compounds, 0.03% hits; AID 878;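 active = activation of at least 50% relative to the plate's high and low controls in the primary single-dose screen; inactive = activation below 50%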;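 also: compound incubated with DTT at 0.8 mM final as the reducing agent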
# S1P3 antagonist: antagonists of human S1P3 receptor. Q99500. CHO S1P3 NFAT-BLA reporter, FRET fluorescence, antagonist mode. inhibition, % at 4.98 µM. 170,000 compounds, 0.27% hits;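 active = inhibition above the plate cutoff, the mean inhibition of test wells on that plate plus 3 SD, cut at about 28% in these data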;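 also: cells challenged with S1P at its EC80 of 0.8 µM; blue over green emission ratio from cleaved BLA substrate after 4 h stimulation; 0% = S1P-stimulated wells and 100% = unstimulated DMSO-only wells; some compounds past the cut are filed as inactive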
# TLR4 MyD88 comp: blocks binding of human TLR4 to MyD88; O00206+Q99836; HeLa CL3-4 TLR4/MyD88 BLA complementation, FRET ratio; inhibition, % at 8.4 µM; 200,000 compounds, 0.18% hits; in the data active = inhibition above about 25%;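 also: 0% = vehicle and 100% = reference inhibitor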
# bIAP act: intestinal alkaline phosphatase (bovine) activation. activation factor at 20 µM. AID 1016. purified bovine IAP, CDP-star luminescence, 30 min; hits give high values; fold of DMSO-control signal, blank-subtracted. 200,000 compounds, 0.17% hits;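 active = activation factor of 2 or more at 20 µM, a signal rise over negative controls twice the positive control's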
# ROMK primary: modulators of human ROMK potassium channel; P48048; B-score at 10 µM; AID 1918; 130,000 compounds, 2% hits; Tet-inducible ROMK, thallium flux fluorescence; actives lie on both sides;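 active = signal ratio slope over the read window, or its plate-corrected B-score, at least 3 SD from the plate mean, either direction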;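 also: B-score of the F/F0 ratio slope over 7 to 12 s after thallium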
# Target sequence (P48048 whole entry, looked up): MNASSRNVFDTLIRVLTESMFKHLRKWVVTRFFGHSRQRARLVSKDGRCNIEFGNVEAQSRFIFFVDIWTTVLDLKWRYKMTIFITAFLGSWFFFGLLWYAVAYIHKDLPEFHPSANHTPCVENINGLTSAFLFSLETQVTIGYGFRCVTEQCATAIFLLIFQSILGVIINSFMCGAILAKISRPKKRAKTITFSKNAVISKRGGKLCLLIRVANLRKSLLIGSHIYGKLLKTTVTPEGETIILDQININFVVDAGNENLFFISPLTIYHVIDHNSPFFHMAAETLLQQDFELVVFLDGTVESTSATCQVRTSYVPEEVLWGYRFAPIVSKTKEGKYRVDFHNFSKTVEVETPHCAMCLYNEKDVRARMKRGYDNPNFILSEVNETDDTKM
# PPARg SRC-2 ag: agonists of SRC-2 recruitment by human PPARgamma; activation, % at 8 µM; PPARgamma LBD-SRC-2 recruitment, biochemical; 200,000 compounds, 0.34% hits; P37231; in the data active = activation above about 22%;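 also: 0% = vehicle and 100% = reference agonist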
# Target sequence (P37231 whole entry, looked up, the tested form may be a part): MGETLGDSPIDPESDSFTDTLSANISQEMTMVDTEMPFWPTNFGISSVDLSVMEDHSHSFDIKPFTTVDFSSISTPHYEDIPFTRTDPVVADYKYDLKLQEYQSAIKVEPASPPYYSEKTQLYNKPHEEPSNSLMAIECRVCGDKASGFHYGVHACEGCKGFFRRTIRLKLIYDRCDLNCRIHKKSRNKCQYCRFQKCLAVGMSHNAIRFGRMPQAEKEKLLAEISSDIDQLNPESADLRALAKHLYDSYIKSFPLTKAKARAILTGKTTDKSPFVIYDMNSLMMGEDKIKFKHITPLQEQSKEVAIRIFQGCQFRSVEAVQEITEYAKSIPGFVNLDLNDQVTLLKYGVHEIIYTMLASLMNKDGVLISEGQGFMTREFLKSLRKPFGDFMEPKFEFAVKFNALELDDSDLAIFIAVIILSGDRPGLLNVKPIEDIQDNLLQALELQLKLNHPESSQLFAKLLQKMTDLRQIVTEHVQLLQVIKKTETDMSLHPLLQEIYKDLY
# bIAP inhibitor: intestinal alkaline phosphatase (bovine) inhibition. purified bovine IAP, CDP-star luminescence, 30 min. inhibition, % at 20 µM. 190,000 tested, under 10 active;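 active = over 50% inhibition of intestinal alkaline phosphatase at 20 µM in the single-dose screen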
#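 System: purified bovine intestinal alkaline phosphatase (IAP) enzyme; Input: IAP diluted 1/65,000,000 in the well; Measured by: CDP-star luminescence signal; Compound dosing: 20 µM single dose; Incubation: 30 min reaction at room temperature.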
# PPARg SRC3 recr: agonists of human PPARgamma SRC-3 coactivator recruitment; P37231; biochemical PPARgamma/SRC-3 coactivator recruitment assay; activation, % at 8 µM; 200,000 compounds, 0.26% hits; AID 731; in the data active = activation above about 23%;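 also: 0% = DMSO and 100% = reference agonist; some compounds past the cut are filed as inactive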
# L major viab: Leishmania major promastigote growth inhibition; Leishmania major promastigotes, resazurin fluorescence viability; inhibition, % at 10 µM; 200,000 compounds, 9% hits; AID 1063; in the data active = inhibition above about 50%;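 also: promastigotes grown with compound for 44 hours at 28 °C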
# PPARg SRC-1 ag: PPARgamma-driven SRC-1 recruitment agonism | P37231 | PPARgamma-SRC-1 coactivator recruitment biochemical assay | activation, % at 8 µM | 200,000 compounds, 0.41% hits | AID 631; in the data active = activation above about 19%;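 also: 0% = DMSO and 100% = reference agonist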
# * = called active by the depositor; / = no result given.
SMILES,TR-FRET SRC-2 ct,Redox H2O2 prof,S1P3 antagonist,TLR4 MyD88 comp,bIAP act,ROMK primary,PPARg SRC-2 ag,bIAP inhibitor,PPARg SRC3 recr,L major viab,PPARg SRC-1 ag
CCn1cc(C(=O)NCCCOC)c(=O)c2cc(S(=O)(=O)N(C)C3CCCCC3)ccc21,1487,-0.5,-46,-6,1,/,16,2,-1,15,2
COCCNC(=O)COC(=O)c1[nH]c(C)c(C(C)=O)c1C,1275,0.1,/,-10,1,-1.5,0,2,-7,-4,-9
Cc1nc(SC(C)C)[nH]c(=O)c1Cc1ccccc1,1618,3.7,9,-2,1,/,15,3,-3,-6,-4
CC(=O)NC(=S)Nc1cccc(S(=O)(=O)NC2=NCCC2)c1,1399,-0.1,-26,-12,1.1,0.73,3,-12,-1,-7,-2
CCc1ccc(OCC(=O)N/N=C(\C)c2ccc(O)cc2O)cc1,1621,-1.9,-5,3,1,0.047,-1,-1,5,19,0
COC(=O)[C@@H]1CCCN1Cc1c(C(=O)N2CCCCC2)nc2c(C)cccn12,1479,-0.2,3,-4,1,0.93,0,0,-1,-5,3
COc1ccc(-c2nc(CS(=O)CC(=O)NCCCN3CCCC3)c(C)o2)cc1OC (stereo not drawn),1491,2.0,-9,0,1.2,-0.15,3,-18,-15,5,-3
COCc1c(Br)c(C)nc(OCC(=O)N/N=C/c2ccc(C)o2)c1C#N,1804,-1.2,3,-19,1,/,10,0,8,5,9
CC(NCC(c1ccco1)N1CCCCC1)C(=O)NC1CCCC1 (stereo not drawn),1524,-2.1,0,8,1.2,0.11,7,-17,4,3,11
O=C(Cn1nc(C(F)(F)F)c2c1CCC2)N1CCN(c2ccccc2)CC1,1435,-0.3,-11,-5,1.1,-1.3,-3,-7,-4,13,-1
CC1(C)CC(=O)C2=C(C1)c1c(ccc3ccccc13)NC2c1ccc(Br)o1 (stereo not drawn),1434,0.2,/,-1,0.9,-1.6,1,13,-3,36,1
OCCN(CC(O)Cn1ccc2ccccc21)CC(O)Cn1ccc2ccccc21 (stereo not drawn),1525,-1.3,12,-6,1.1,-4.8*,7,-14,3,36,8
COc1ccc(CCNC(=O)c2ccc(Cl)cc2Cl)cc1OC,1388,-0.2,1,-3,1.1,0.45,-4,-9,0,-4,-4
N#Cc1c(C(F)(F)F)cc(-c2ccco2)nc1SCc1ccncc1,1620,1.8,14,13,0.9,/,1,8,-3,6,7
Cc1ccc(/C(O)=C2\C(=O)C(=O)N(CC(C)O)C2c2cccc(F)c2)cc1 (stereo not drawn),1610,0.5,-44,1,1,-0.011,12,0,-1,-4,-4
COc1ccccc1-c1nc(-c2cccc(C)c2)no1,1348,2.1,24,2,0.9,/,3,9,-2,10,1
COc1cc(-c2nc3cnccn3c2Nc2ccc3c(c2)OCCO3)ccc1O,1731,0.5,/,-1,0.9,-2.2,3,8,3,8,6
Cc1ccc(-n2c(SCC(=O)N3CC(=O)Nc4ccccc43)nc3ccccc3c2=O)cc1,1242,0.4,3,-16,0.7,/,-4,34,0,36,-2
O=C(CN1C(=O)c2ccccc2C1=O)Nc1sc2c(c1C(=O)NCC1CCCO1)CCC2 (stereo not drawn),1562,-3.4,/,-8,0.9,1,5,8,12,1,7
O=C(N/N=C\c1ccco1)Nc1cccc(Cl)c1,1879,0.3,-2,3,1,-0.46,2,1,9,63*,7
CNC(=O)C(=O)NCC1OCCCN1S(=O)(=O)c1cccs1 (stereo not drawn),1567,0.3,0,4,1.1,-0.043,-1,-5,2,34,1
COc1ccccc1N1CCN(C(=O)CCCC2=NS(=O)(=O)c3ccccc3N2)CC1,1418,-1.1,-54,-8,0.9,/,-2,6,5,-5,2
CC(CCc1ccccc1)NC(=O)C(=O)NCCO (stereo not drawn),1279,-3.9,/,-11,0.9,/,3,8,-3,-5,-2
CN1CCN(C(=O)c2ccccc2-c2ccccc2C(=O)O)CC1,1698,1.6,17,-13,1,1.3,4,-2,-1,-4,5
CSc1nc(N2CCOCC2)c2c3c(sc2n1)CCC3,1380,0.9,-14,8,0.8,/,-4,17,-10,-2,6
Nc1nc(CSCCO)nc(Nc2ccc(F)cc2)n1,1472,2.5,/,-4,0.8,/,-6,18,-6,2,-2
CCOc1ccc(NS(=O)(=O)c2ccc(NS(=O)(=O)c3ccccc3)cc2)cc1,1739,0.6,/,-5,1,-2,-2,5,14,6,3
CCn1c(-c2cc(Cl)ccc2OC)n[nH]c1=S,1577,1.3,/,-7,0.8,-0.092,10,16,6,-6,2
CCC(C)NC(=O)CSc1nc2ccccc2c(=O)n1CCCC(=O)NCC1CCCO1 (stereo not drawn),1366,-0.1,/,2,0.9,/,-3,6,2,-4,-2
Cc1cc(C)c2nc(SCC(=O)NNC(=O)c3ccco3)c(C)cc2c1,1482,-0.9,-8,1,1.1,-0.38,-4,-8,1,-5,-9
Cc1ccccc1NC(=O)C1(NC(=O)c2cccc(N3C(=O)CSC3c3ccccc3)c2)CCCCC1 (stereo not drawn),1516,0.7,/,-8,1.1,-1,0,-15,-7,6,4
C=CCNC(=O)c1ccc(Cl)cc1Cl,1591,0.3,-11,-8,1.4,/,2,-36,1,-1,1
COc1ccc(NS(=O)(=O)c2cc(NC(=O)CNC(=O)c3cccc(OC)c3)ccc2C)cc1,1208,0.1,-1,-6,1.1,-1,4,-10,0,61*,1
CN(CCCC(=O)Nc1nccs1)S(=O)(=O)c1ccc(Cl)cc1,1666,-0.8,7,9,0.8,/,-4,19,-4,-1,4
OCC1(CCCc2ccccc2)CCN(Cc2ccc(F)cc2)CC1,1452,0.1,5,-3,1,-1.1,1,4,0,91*,4
C/C(Cl)=C\Cn1c(Nc2ccccc2)nc2c1c(=O)n(C)c(=O)n2C,1430,2.8,14,-3,0.9,/,0,14,4,-3,-3
COc1ccc(N2CCN(C(=O)Cn3nnc(-c4ccc(N(C)C)cc4)n3)CC2)cc1,1663,-0.5,4,1,1,/,8,4,0,-4,5
CC1(C)Cc2cccc(OCC(=O)Nc3ccccc3N3CCOCC3)c2O1,1448,-0.1,3,-23,1,1.3,-4,5,2,10,-3
Cc1ccc([N+](=O)[O-])cc1S(=O)(=O)NCCc1c(C)[nH]c2c(C)cccc12,1569,-0.1,7,-6,0.7,0.0059,-3,34,1,66*,-2
Cc1ccc(N2C(=O)c3n[nH]c(C)c3C2c2cccnc2)cc1 (stereo not drawn),1473,-0.2,-42,-1,1.3,0.071,-2,-33,8,4,-6
Cc1ccc(N2CC(C(=O)Nc3nnc(C)s3)CC2=O)cc1 (stereo not drawn),1418,0.2,-16,-3,1,/,7,4,1,-2,-1
O=C(NC1CCCCC1)C(Cc1ccccc1)NS(=O)(=O)c1cccs1 (stereo not drawn),1589,0.1,/,-8,1,0.057,-8,1,-5,1,-2
CCOC(=O)CSc1nnc(SCCN2C(=O)c3ccccc3C2=O)s1,1571,-2.6,/,9,1,/,2,2,6,-3,-2
CCOC(=O)C1CCN(C(=O)NC23CC4CC(CC(C4)C2)C3)CC1,1616,3.4,16,-15,0.9,/,11,7,3,4,4
O=C(O)c1ccccc1NCN1C(=O)C2CC=C(Cl)CC2C1=O (stereo not drawn),1564,-0.9,-9,-7,0.9,/,6,9,1,-6,0
Cc1ccc(Nc2nc(-c3ccc(S(=O)(=O)N4CCCC4)cc3)cs2)cc1C,1519,-4.9,/,4,0.8,0.39,-1,16,4,90*,8
CCCc1cc(C(=O)OC)c(NC(=O)CCCC(=O)O)s1,1725,-0.8,-33,-8,0.9,0.067,0,9,5,-3,6
COc1ccc(NC(=O)/C(C#N)=C/c2ccc(Br)o2)cc1,1453,0.5,/,11,0.9,/,-10,9,-7,-3,8
COC(=O)c1c(NC(=O)CSc2nc(-c3ccco3)cc(C(F)(F)F)n2)sc2c1CCCC2,1221,0.6,/,10,0.8,-0.034,-10,16,-7,-2,4
CC(C)CCn1c(CN2CCN(C(=O)c3ccco3)CC2)nc2c1c(=O)n(C)c(=O)n2C,1620,0.0,-4,-8,1,/,-1,-3,-3,0,-6
Cc1cc(NC(=O)c2ccc(F)cc2)n(-c2ccccn2)n1,1603,-0.6,-9,0,1.1,0.5,2,-6,2,8,8
COCc1nnc(SCC(=O)NC(C)c2ccccc2)n1-c1ccccc1 (stereo not drawn),1587,0.1,-2,10,1,-0.37,6,-1,-14,-4,1
CCCCSCc1[nH]c(=O)[nH]c1C(=O)CCCCC(=O)OCC,1518,-0.6,-5,3,1.2,/,-2,-18,0,5,0
Cc1cc(-c2nnc3sc(-c4ccc(Cl)cc4Cl)nn23)n[nH]1,1665,3.8,-7,5,1,-0.27,-1,3,12,3,10
CCCc1nc2ccc(NC(=O)c3cccs3)cc2c(=O)n1Cc1ccccc1Cl,1561,0.4,6,4,0.9,/,-4,10,2,50*,-3
CSc1nc(-c2ccco2)nn1C(=O)c1cccs1,1530,-0.1,-13,-5,1,0.53,-2,0,10,-5,3
COc1cccc(CN2CCN(Cc3nc(C(C)C)cs3)CC2CCO)c1 (stereo not drawn),1647,1.4,-10,-4,1,0.57,5,-4,5,-4,4
CCc1ccc(Nc2cc(C(=O)NCCCN3CCOCC3)c3ccccc3n2)cc1,1640,-2.6,/,-9,1,/,2,-1,6,14,-2
CC(=O)N1CCN(CCN=CC2=C(O)CC(c3ccc(Cl)cc3)CC2=O)CC1 (stereo not drawn),1547,0.6,-39,10,1.1,-0.00083,-1,-8,11,-7,10
Cc1ccc(C2C3=C(CC(C)(C)CC3=O)Nc3onc(C)c32)cc1 (stereo not drawn),1471,0.7,/,-8,0.7,-0.9,0,33,8,53*,0

# 3 records drawn at random from those above:
SMILES,TR-FRET SRC-2 ct,Redox H2O2 prof,S1P3 antagonist,TLR4 MyD88 comp,bIAP act,ROMK primary,PPARg SRC-2 ag,bIAP inhibitor,PPARg SRC3 recr,L major viab,PPARg SRC-1 ag
O=C(NC1CCCCC1)C(Cc1ccccc1)NS(=O)(=O)c1cccs1 (stereo not drawn),1589,0.1,/,-8,1,0.057,-8,1,-5,1,-2
CCOC(=O)C1CCN(C(=O)NC23CC4CC(CC(C4)C2)C3)CC1,1616,3.4,16,-15,0.9,/,11,7,3,4,4
CCCc1cc(C(=O)OC)c(NC(=O)CCCC(=O)O)s1,1725,-0.8,-33,-8,0.9,0.067,0,9,5,-3,6

# Continued.
SMILES,TR-FRET SRC-2 ct,Redox H2O2 prof,S1P3 antagonist,TLR4 MyD88 comp,bIAP act,ROMK primary,PPARg SRC-2 ag,bIAP inhibitor,PPARg SRC3 recr,L major viab,PPARg SRC-1 ag
O=c1c2ccccc2nnn1Cc1ccccn1,1493,1.6,7,2,1,0.64,-3,4,-1,-1,-1
O=C(CCC(=O)N1CCCC1)Nc1nnc(C(F)(F)F)s1,1664,-0.1,-49,2,1,0.4,9,-1,2,-1,8
CCOC(=O)N1CCN(C(=O)CSc2nc3c(cnn3-c3ccc(C)cc3)c(=O)[nH]2)CC1,1475,0.0,-25,-1,1,/,-2,-2,5,-3,1
CCN(CCCCCCN)c1ccc2c(=O)[nH][nH]c(=O)c2c1,1600,-0.6,-12,-15,1,-0.36,7,-5,-2,-6,8
